# APEX1 inh: APE1 (human) endonuclease inhibition. Potency, µM (series often up to 65.8 µM), without a hit: at the top dose activity change, negative = inhibition, actives largely listed as inhibitors. AID 2517. hit rate 0.35% among 350,000. P27695. recombinant APE1, TAMRA/BHQ-2 abasic DNA cleavage fluorescence;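 also: potency is read from the fitted curve at half-maximal effect; plate controls were vehicle for no effect and reference inhibitor for full effect; nearly all actives have a fitted effect of over 55% in size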
#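 Readout is kinetic fluorescence (ex 525, em 598 nm) from cleavage of 50 nM TAMRA/BHQ-2 THF abasic duplex by 0.75 nM APE1, compound added 15 min beforehand at RT.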
# LDHA inh: inhibitors of human lactate dehydrogenase A; P00338; purified LDHA, NADH/diaphorase-resazurin fluorescence; hits give low values; activity change, % (values are at about 110 or 230 µM); hit rate 0.15% among 480,000; AID 1347041; in the data active = activity change below about -30%; inconclusive = mostly about -25% to -30%;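 also: plate controls were DMSO wells for no effect and wells without enzyme for full effect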
#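 Human LDH5 at 2 nM final in Tris HCl pH 7.4 with 0.06 mM NADH and 0.2 mM pyruvate, reacted 5 minutes at room temperature. Remaining NADH coupled via diaphorase/resazurin; resorufin fluorescence read at 0 and 20 minutes, normalized to enzyme-free and DMSO wells.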
# Glioma ERSR ind: induces the endoplasmic reticulum stress response in human glioma cells; U87-MG GRP78 promoter luciferase reporter, 16 h; Potency, µM, inactives show at the highest dose activation, usual class: activators; hit rate 0.02% among 420,000; also: potency is read from the fitted curve at half-maximal effect; series mostly up to about 76 µM; % of control where 0% means no effect; nearly all actives have a fitted effect of over 35% in size
#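 Stably transfected U87-MG human glioma cells carrying a GRP78-based luminescent sensor were seeded at 1000 cells/well, pin-dosed with compounds and incubated 16 h. Luciferase reagent was then added, and end-point luminescence was read after 10 min at room temperature.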
# POLH inh: inhibitors of human DNA polymerase eta; Potency, µM (top dose mostly 114 µM), without a hit: at the highest dose activity change, negative = inhibition, most hits filed as inhibitors; AID 588591; Q9Y253; recombinant Pol eta, fluorescent DNA replication assay; hit rate 1.2% among 390,000; also: potency is read from the fitted curve at half-maximal effect; % is scaled to controls: 0 for no effect and ±100 for the full control effect
#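 Fluorescent replication assay: 50 nM final substrate added after a 15 min room-temperature compound preincubation with 10 nM enzyme. Signal taken at 0 min and again at 10 min.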
# Pol iota inh: blocks human DNA polymerase iota activity; hit rate 1% among 390,000; Pol iota fluorescent replication assay, 10 min; Potency, µM (titrated, usually from 115 µM), for the others: at the top dose activity, negative = inhibition, usual class: inhibitors; also: potency is read from the fitted curve at half-maximal effect
#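 Fluorescent replication assay read twice, at 0 min and 10 min after adding 50 nM (final) substrate. Enzyme (10 nM) and compounds were first incubated 15 min at room temperature; enzyme-free buffer wells were negative controls.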
# POLB inh: blocks human DNA polymerase beta activity | Pol beta primer extension/strand displacement, fluorescence kinetic | Potency, µM (highest dose often 114 µM), without a hit: at the top dose activity change, negative = inhibition, most hits filed as inhibitors | P06746 | hit rate 1.3% among 340,000; also: potency is read from the fitted curve at half-maximal effect; % is scaled to controls: 0 for no effect and ±100 for the full control effect
#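 Human Pol beta at 10 nM; strand-displacement substrate 50 nM final. Compound exposure 15 min at room temperature before start, reaction 10 min at room temperature.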
# Pol kappa inh: blocks human DNA polymerase kappa activity; Q9UBT6; purified Pol kappa, fluorescent DNA synthesis assay, 10 min; Potency, µM (series often up to 107 µM), for the others: top-dose activity, negative = inhibition, hits mostly inhibitors; hit rate 0.53% among 400,000; AID 588579; also: potency is read from the fitted curve at half-maximal effect; % is scaled to controls: 0 for no effect and ±100 for the full control effect
# Target sequence (Q9UBT6 whole entry, looked up): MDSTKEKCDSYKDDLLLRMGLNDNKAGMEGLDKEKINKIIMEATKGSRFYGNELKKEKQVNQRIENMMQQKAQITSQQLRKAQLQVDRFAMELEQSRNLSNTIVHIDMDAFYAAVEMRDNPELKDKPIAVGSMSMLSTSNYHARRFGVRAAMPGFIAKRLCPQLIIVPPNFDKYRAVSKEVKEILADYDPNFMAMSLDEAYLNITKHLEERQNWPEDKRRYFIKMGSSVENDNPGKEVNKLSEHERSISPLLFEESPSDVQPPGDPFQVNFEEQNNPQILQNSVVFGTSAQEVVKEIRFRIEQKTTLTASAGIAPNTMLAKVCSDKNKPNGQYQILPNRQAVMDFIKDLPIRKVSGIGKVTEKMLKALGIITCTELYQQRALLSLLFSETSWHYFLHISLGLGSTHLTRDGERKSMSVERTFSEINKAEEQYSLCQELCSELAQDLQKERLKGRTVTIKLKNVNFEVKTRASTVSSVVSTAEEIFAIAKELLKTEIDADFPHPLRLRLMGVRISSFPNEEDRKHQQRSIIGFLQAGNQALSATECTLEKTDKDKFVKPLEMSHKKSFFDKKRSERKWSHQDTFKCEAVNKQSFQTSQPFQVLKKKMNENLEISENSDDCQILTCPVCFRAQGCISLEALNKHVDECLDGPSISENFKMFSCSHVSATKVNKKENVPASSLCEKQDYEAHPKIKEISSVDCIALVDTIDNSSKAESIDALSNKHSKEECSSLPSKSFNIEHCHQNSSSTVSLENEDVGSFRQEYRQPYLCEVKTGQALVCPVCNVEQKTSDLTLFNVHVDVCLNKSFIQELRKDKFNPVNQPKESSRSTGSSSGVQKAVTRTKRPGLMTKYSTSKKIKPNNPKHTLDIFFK
#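 Fluorescent qHTS in 1536-well format: enzyme (10 nM) and compound sat 15 min at room temperature before 50 nM substrate (final) was added. Signal taken at 0 and 10 min; no-enzyme buffer wells were negative controls.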
# Anesthetic bind: binds horse apoferritin like a general anesthetic; apoferritin/1-aminoanthracene competitive binding, fluorescence; AID 485281; Potency, µM (top dose mostly 77.5 µM), without a hit: top-dose activity change, negative = displacement, actives largely listed as inhibitors; hit rate 0.074% among 350,000; P02791; also: potency is read from the fitted curve at half-maximal effect; % is scaled to controls: 0 for no effect and ±100 for the full control effect; nearly all actives have a fitted effect of over 20% in size
# Target sequence (P02791 2-175 limits assumed): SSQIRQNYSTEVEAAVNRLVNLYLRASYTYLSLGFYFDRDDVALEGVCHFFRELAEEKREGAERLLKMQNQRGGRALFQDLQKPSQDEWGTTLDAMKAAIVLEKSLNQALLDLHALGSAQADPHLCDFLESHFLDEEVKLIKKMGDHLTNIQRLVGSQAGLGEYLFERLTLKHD
#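 Horse-spleen apoferritin (10 uM) was mixed with 50% saturated 1-aminoanthracene in PBS, exposed to compounds for 10 min at room temperature, and read for fluorescence (ex 380 nm, em 535 nm). Competitive displacement was fitted with a four-parameter Hill equation.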
# BLM helicase inh: blocks DNA unwinding by human BLM helicase; AID 2528; recombinant BLM DNA unwinding, fluorescence dequenching; hit rate 0.2% among 350,000; P54132; Potency, µM (top dose mostly 56.1 µM), without a hit: at the top dose activity change, negative = inhibition, hits mostly inhibitors;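 also: potency is read from the fitted curve at half-maximal effect; plate controls were vehicle for no effect and no enzyme for full effect; nearly all actives have a fitted effect of over 35% in size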
# The depositor's hits bear a star; ? = inconclusive; · = no result given; & = joins results of further samples; [ ] = remark or other dose. Unless noted, calls follow the shape of the dose curve; as a rule, active = well fitted curve in the direction sought with a large enough effect; inconclusive = small, poorly fitted or top-dose-only effect, or another doubt; inactive = no such curve, though single readings can be large; an effect the other way counts as inactive or inconclusive. These rows are one share of the data; the hit share may differ from the screen's.
# Start of the listing, in advance:
# Values in the order – APEX1 inh, LDHA inh, Glioma ERSR ind, POLH inh, Pol iota inh, POLB inh, Pol kappa inh, Anesthetic bind, BLM helicase inh
- O=C(Nc1nc(-c2ccc(F)c(F)c2)cs1)Nc1ccc(F)cc1F
  1%, -8, 5%, 5%, 6%, -2%, -15%, 3%, -7%
- CCCn1c(SC(C)C(=O)NCC2CCCO2)nc2cc(Cl)ccc2c1=O (centres undefined)
  -15%, -6, -1%, -8%, 14%, ·, -5%, ·, ·
- CC(=O)N1CCC(=NNC(=O)c2cc3ccccc3cc2O)CC1
  5%, 9, 0%, -18%, -2%, -28%, -9%, -10%, 1%
- Cc1c([N+](=O)[O-])c(C(=O)NC2CCCC2)nn1C
  6%, -1, -4%, -5%, 17%, -28%, 10%, -1%, -1%
- CCCCSCCCNC(=O)c1c[nH]c2ccc(S(=O)(=O)Nc3cccc(OC)c3)cc2c1=O
  ·, -4, -2%, -29%, ?, ?, -23%[60.1 µM], -4%, -2%
- O=C(Nc1nccs1)C12CC3CC(C1)CC(C(=O)Nc1nccs1)(C3)C2
  -4%, 2, -5%, -13%, 2%, -27%, 4%, -11%, -2%
- CCCCOC(=O)c1ccc(NC(=O)C(CCS(C)(=O)=O)NC(C)=O)cc1 (centres undefined)
  0%, -5, 1%, 0%, 1%, 33%, -5%, -16%, 3%
- C=Cc1ccc(C(=O)N2CCCC(CCC(=O)N3CCN(c4ccccn4)CC3)C2)cc1 (centres undefined)
  0.67µM*, -7, -3%, 0%, ?, -1%, 2%, -9%, -9%
- CCN(CC)S(=O)(=O)c1cccc(-c2nnc(C(=O)c3ccc(C(F)(F)F)cc3)o2)c1
  1%, 4, -3%, -10%, -14%, 30%, -11%, ?, -4%
- CSCC[C@H](NC(=O)OC(C)(C)C)C(=O)N1CCC(C(=O)N[C@@H](C)C(=O)NC(C)c2ccccc2)CC1 (some centres undefined)
  4%, 6, -2%, -16%, 4%, 17%, 19%, -20%, 0%
- NC(=O)C1CCN(C(=O)c2cc3ccccc3cc2O)CC1
  43%, 6, -4%, -10%, 16%, ·, -5%, ·, ·
- O=C(Cn1c(=O)[nH]c2ccccc2c1=O)Nc1cccnc1
  47%, -1, -4%, -19%, 37%, -20%, 15%, -6%, 1%

# The listing (from the top)
# Values in the order – APEX1 inh, LDHA inh, Glioma ERSR ind, POLH inh, Pol iota inh, POLB inh, Pol kappa inh, Anesthetic bind, BLM helicase inh
- O=C(Nc1nc(-c2ccc(F)c(F)c2)cs1)Nc1ccc(F)cc1F
  1%, -8, 5%, 5%, 6%, -2%, -15%, 3%, -7%
- CCCn1c(SC(C)C(=O)NCC2CCCO2)nc2cc(Cl)ccc2c1=O (centres undefined)
  -15%, -6, -1%, -8%, 14%, ·, -5%, ·, ·
- CC(=O)N1CCC(=NNC(=O)c2cc3ccccc3cc2O)CC1
  5%, 9, 0%, -18%, -2%, -28%, -9%, -10%, 1%
- Cc1c([N+](=O)[O-])c(C(=O)NC2CCCC2)nn1C
  6%, -1, -4%, -5%, 17%, -28%, 10%, -1%, -1%
- CCCCSCCCNC(=O)c1c[nH]c2ccc(S(=O)(=O)Nc3cccc(OC)c3)cc2c1=O
  ·, -4, -2%, -29%, ?, ?, -23%[60.1 µM], -4%, -2%
- O=C(Nc1nccs1)C12CC3CC(C1)CC(C(=O)Nc1nccs1)(C3)C2
  -4%, 2, -5%, -13%, 2%, -27%, 4%, -11%, -2%
- CCCCOC(=O)c1ccc(NC(=O)C(CCS(C)(=O)=O)NC(C)=O)cc1 (centres undefined)
  0%, -5, 1%, 0%, 1%, 33%, -5%, -16%, 3%
- C=Cc1ccc(C(=O)N2CCCC(CCC(=O)N3CCN(c4ccccn4)CC3)C2)cc1 (centres undefined)
  0.67µM*, -7, -3%, 0%, ?, -1%, 2%, -9%, -9%
- CCN(CC)S(=O)(=O)c1cccc(-c2nnc(C(=O)c3ccc(C(F)(F)F)cc3)o2)c1
  1%, 4, -3%, -10%, -14%, 30%, -11%, ?, -4%
- CSCC[C@H](NC(=O)OC(C)(C)C)C(=O)N1CCC(C(=O)N[C@@H](C)C(=O)NC(C)c2ccccc2)CC1 (some centres undefined)
  4%, 6, -2%, -16%, 4%, 17%, 19%, -20%, 0%
- NC(=O)C1CCN(C(=O)c2cc3ccccc3cc2O)CC1
  43%, 6, -4%, -10%, 16%, ·, -5%, ·, ·
- O=C(Cn1c(=O)[nH]c2ccccc2c1=O)Nc1cccnc1
  47%, -1, -4%, -19%, 37%, -20%, 15%, -6%, 1%
- Cc1ccc2c(CC(=O)NCCc3ccc(S(N)(=O)=O)cc3)coc2c1
  -2%, -18, -1%, -15%, -19%, ?, 4%, 6%, -1%
- O=C(COC(=O)c1ccco1)Nc1nc2c(F)c(F)c(F)cc2s1
  36%, -10, -2%, ?, ?, 50µM*, -20%, -2%, -7%
- CCOC(=O)Cn1nc(C)c(NC(=O)COc2ccc([N+](=O)[O-])cc2)c1C
  -6%, -11, -6%, 1%, -3%, 18%, -5%, -6%, 1%
- COc1ccc(CCNc2oc(-c3ccc(OC)c(OC)c3)nc2C#N)cc1
  3%, -5, 0%, -24%, 0%, -18%, -12%, -4%, -13%
- CN(C)c1ccc(-c2cncnc2-n2ccnc2)cc1
  -2%, ·, -5%, ·, ·, ·, 1%[60.1 µM], ·, -4%
- CN1CCN(S(=O)(=O)c2cccc(C(=O)Nc3cc(C(F)(F)F)ccc3N3CCCC3)c2)CC1
  -16%, 3, -4%, -13%, 15%, ·, -2%, ·, ·
- COc1cccc(-c2ccc3ncnc(N4CCOCC4)c3c2)c1
  14%, ·, -2%, ·, ·, ·, 8%[60.1 µM], ·, -7%
- CCOC(=O)c1c(C)oc2c1c(C(c1cccnc1)N1CCOCC1)c(O)c1ccccc12 (centres undefined)
  -9%, 15, 16%, -12%, 4%, 23%, 4%, -20%, -10%
- CCOC(=O)c1c(NC(=O)Cn2cnc([N+](=O)[O-])n2)sc2c1CCC(C)C2 (centres undefined)
  -3%, -7, -9%, 10%, 16%, 2%, -13%, -12%, -3%
- CCOC(=O)Cn1c(CN2CCN(C(c3ccccc3)c3ccccc3)CC2)nc2c1c(=O)n(C)c(=O)n2C
  -1%, 3, -1%, -17%, -15%, 1%, -17%, -4%, -9%
- COc1ccc(S(=O)(=O)NCCc2sc3nc(-c4ccc(C)cc4)nn3c2C)cc1C
  ·, 3, -1%, -20%, -1%, 26%, -13%[60.1 µM], -13%, -6%
- Cc1ccc(CCNC(=O)c2nnc(Cc3cccc(F)c3)o2)cc1
  ·, 2, -3%, 10%, -7%, 1%, -4%, 1%, -5%
- COC(=O)CCN(C(=O)c1ccc(C)c([N+](=O)[O-])c1)c1ccccn1
  -2%, -11, -5%, -8%, 9%, 3%, -2%, 0%, -4%
- O=C(CSc1c2c(nc3ccc(Cl)cc13)CCCC2)NCc1ccccc1Cl
  ·, -5, -2%, -6%, -12%, 10%, -16%, -3%, -6%
- CCOCCOC(=O)C1=C(C)N(C)C(=O)NC1c1cc(Cl)c(O)c(OCC)c1 (centres undefined)
  1%, 5, -3%, -1%, -10%, 31%, -10%, -8%, 3%
- O=C(Nc1ccccc1)N1CCn2c(nc3ccccc32)C1
  -1%, 0, -4%, -8%, 10%, 3%, -9%, -9%, 2%
- Cc1ccc2occ(/C=N/NC(N)=S)c(=O)c2c1
  2%, 2, 0%, -9%, -14%, 3%, 8%, 7%, 5%
- Cn1nnnc1SCC(=O)Nc1ccc(Oc2ccccc2)cc1
  22%, -4, 0%, 6%, ?, -1%, -11%, -11%, -2%
- Nc1nc(-c2ccc3c(c2)OCCO3)cs1
  16%, 1, 1%, -15%, ?, -8%, 3%, ?, -5%
- CN1CCCCC1=NCCCn1cnc2c1c(=O)n(C)c(=O)n2C
  -3%, -5&-1, -4%, -6%, -11%[58.9 µM], 17%, -10%, -2%, 1%
- Cn1nnnc1SCCNCc1ccc(OCc2ccccc2)cc1
  ·, -1, -2%, -5%, -24%, -4%, -11%, ?, 2%
- COc1cccc(NC(=O)CN(C)C(=O)c2ccc(S(=O)(=O)Nc3ccccc3C)cc2)c1
  29%, -19, -5%, -14%, 9%, ·, -11%, ·, ·
- CC(Sc1nnc(-c2ccco2)n1-c1ccccc1)C(=O)NCC1CCCO1 (centres undefined)
  12%, -11, -3%, -18%, 17%, ·, -13%, ·, ·
- CCOC(=O)c1c(-c2ccc(OC)cc2)oc2ccc(OCC(N)=O)cc12
  24%, -1, -6%, -9%, 25%, 1%, -17%, -3%, -7%
- O=C(Cc1ccc(S(=O)(=O)N2CCOCC2)s1)N1CCN(S(=O)(=O)c2cccc(F)c2)CC1
  ·, -5, -5%, -13%, 0%, ·, -8%, ·, ·
- COc1ccc(S(=O)(=O)NCCCCCC(=O)O)cc1C(=O)O
  9%, 0, 0%, -13%, 63%[activator], 3%, 6%, -1%, -4%
- COc1cc(NC(=S)NCCN2CCOCC2)cc(OC)c1
  0%, -1, -2%, -15%, -17%, 11%, 2%, 0%, -4%
- Cc1cc(N2CCN(c3ccc(F)cc3)CC2)n2nc(-c3ccc(Cl)cc3)nc2n1
  ·, -3, 7%, -13%, 9%, 25%, 7%, 1%, -5%
- C#CCn1cnc2c(cnn2-c2ccc(C)c(C)c2)c1=O
  13%, 1, 1%, -8%, 19%, 26%, 1%, -13%, -7%
- Cc1cc(=O)[nH]c(SCc2ccccc2)n1
  -3%, -1, 0%, -4%, -7%, 43%, -10%, ?, 2%
- O=c1c2sc3ccccc3c2n(Cc2ccc(F)cc2)c(=O)n1Cc1ccccc1
  ·, -2, 0%, -12%, 0%, 11%, 0%, -15%, -4%
- COc1cccc(CNC(=O)N2CCN(S(=O)(=O)c3ccc(C)cc3)CC2)c1
  -6%, -4, -1%, 3%, 101%[activator], 75%, -3%, 1%, 1%
